High-throughput results (PubChem)
All columns: NCI-60 one-dose screen, growth in % after 48 h at 10 µM unless noted; 100 = growth as untreated, 0 = no growth, -100 = all killed.
OVCAR-5 – OVCAR-5 ovarian cancer. 2.9% of 82,000 active. AID 1794783
IGROV1 – IGROV1 ovarian cancer; 4.7% of 79,000 active
NCI-H522 – NCI-H522 lung cancer | 8% of 78,000 active | AID 1794739
OVCAR-8 – OVCAR-8 ovarian cancer | 4.4% of 81,000 active
OVCAR-3 – OVCAR-3 ovarian cancer; AID 1794787; 7% of 79,000 active
SK-OV-3 – SK-OV-3 ovarian cancer cells | 3.2% of 80,000 active | AID 1794785
NCI-H23 – NCI-H23 lung cancer; 4% of 80,000 active
NCI/ADR-RES – NCI/ADR-RES ovarian cells. 4.4% of 81,000 active. AID 1794790
OVCAR-4 – OVCAR-4 ovarian cancer cells. 3.7% of 80,000 active
The depositor's hits bear a star; · = no result given; & = joins results of further samples. How the source made its calls: active means growth percent below 10; inactive means the rest. Rows are unselected. Share with any hit: about 11%.

cpd	compound	NCI/ADR-RES	OVCAR-3	SK-OV-3	OVCAR-5	OVCAR-8	NCI-H522	NCI-H23	IGROV1	OVCAR-4
1	Cc1cccc(C(=O)N(C(=O)c2cccc(C)c2)N(C)C)c1	105	107	94	106	102	98	98	118	98
2	Cc1ccc(Oc2no[n+]([O-])c2-c2ccccc2)cn1	27	64	65	107	55	94	72	105	80
3	CCOC(=O)/C(OCC)=C(\C#N)c1ccccc1	106	94	106	105	97	99	105	109	101
4	CN(C)c1ccc(/C=C2\C=C(c3nc4ccccc4s3)OC2=O)cc1	99	102	87	97	100	89	92	90	82
5	Cc1ccc2c(c1)C13C(=C2c2ccccc2)CCCN1C(=O)c1ccccc13 (centres undefined)	91	107	112	90	96	96	89	92	91
6	O=S(=O)(Oc1ccc(-c2ccc3occc3c2)cc1)c1ccccc1	98	110	105	109	106	89	95	105	94
7	CC(=O)NC(O)C(Cl)Cl (centres undefined)	99	75	-23*	97	96	94	92	107	97
8	C/C=C/C(=O)OC(C)CCC(CC)CCCC (centres undefined)	101	107	102	103	105	91	99	99	98
9	CCN1CCN(C(=O)CC[C@@H](C)[C@H]2CC[C@H]3[C@@H]4CC[C@@H]5/C(=C\c6ccco6)C(=O)/C(=C\c6ccco6)C[C@]5(C)[C@H]4CC[C@]23C)CC1	100	109	115	104	98	85	95	102	99
10	CN(C)CCNC(=O)n1cc(-c2ccncc2)c(-c2cc(O)cc(Cl)c2)n1	100	109	91	106	87	115	108	107	118
11	O=C1NC(=O)C(=Cc2ccc(OCC(=O)N3CCCCC3)cc2)C(=O)N1	107	112	97	114	104	101	103	109	109
12	O=CNNC=O	102	101	101	125	98	76	100	103	97
13	O=C(NNc1nc2cc(F)c(F)cc2n2c(CN3CC4CNCC4C3)ccc12)c1cnccn1 (centres undefined)	57	36	13	43	14	11	27	15	23
14	Cn1c(SCC(=O)c2ccc(-c3ccccc3)cc2)nc2ccccc2c1=O	103	107	94	97	100	89	81	77	45
15	c1ccc(Nc2nnc(-c3ccccc3)c3c(-c4ccccc4)onc23)cc1	56	89	84	111	84	54	97	83	80
16	CCN(CC)C(=O)C1CCCCN1Cc1c[nH]c2ccccc12 (centres undefined)	100	101	92	105	101	87	102	95	101
17	CC(=O)c1ccc2c(c1)C1C=CCC1[C@H](c1cc3c(cc1Br)OCO3)N2 (some centres undefined)	11	8.4*	34	35	17	-11*	27	·	56
18	N#Cc1ccc(C(=O)c2c(N)c(C#N)cn2-c2ccc(Cl)cc2Cl)cc1	107	125	103	104	96	100	·	107	106
19	CCC1C(c2ccccc2)=CCC(C(=O)O)C1C (centres undefined)	109	114	119	107	104	105	112	·	110
20	Cc1cc(=O)oc2cc(OCCOc3ccc(/C=C/C(=O)Nc4ccccc4Cl)cc3)ccc12	104	·	107	103	102	102	·	104	108
21	COc1ccc(CNC2CCN(c3ccc(NC(=O)c4cccc(Cl)c4)cc3)CC2)cc1OC	66	66	104	96	83	80	75	·	·
22	Clc1nc(OCc2cn(Cc3ccccc3)nn2)nc(N2CCOCC2)n1	99	106	114	102	102	95	95	95	97
23	O=C(Nc1ccc2[nH]ccc2c1)c1ccc(Cl)c(Cl)c1	95	83	109	108	97	81	101	105	99
24	CC1(C)[C@@H]2CC[C@]1(C)[C@@H](OC(=O)CSC#N)C2	102	108	109	108	103	101	100	101	106
25	COC(=O)c1ccc2c(c1)nc(-c1ccc(Cl)cc1)n2Cc1ccc(OC)c(OC)c1	83	89	95	118	83	52	80	65	90
26	Cc1ccc2c(n1)C[C@H](C#N)CC[C@@H]2C	103	116	113	99	104	97	99	103	104
27	CSc1cccc(NC(=O)NCCN2CCN(c3ccccc3)CC2)c1	93	96	100	102	98	98	103	100	93
28	CSc1nc2sc3c(c2c(=O)n1-c1ccc([N+](=O)[O-])cc1)CCCCC3	90	103	70	88	73	81	91	85	82
29	COc1ccc(-c2nc3sc(C)nn3c2-c2nc3cc(Cl)c(F)cc3[nH]2)cc1	95	108	109	109	90	88	92	84	92
30	CC(=O)OC(COS(=O)(=O)c1ccc(C)cc1)Cn1cnc2c1c(=O)n(C)c(=O)n2C (centres undefined)	100	104	97	102	107	101	99	101	100
31	Nc1n[nH]c2cccc(C#Cc3cccc(C(=O)Nc4ccc(Cl)c(C(F)(F)F)c4)c3)c12	62	82	106	43	66	31	59	36	56
32	NC1=NC(c2ccccc2O)c2sc3ccc(Cl)cc3c2N1 (centres undefined)	103	102	90	102	106	92	89	83	87
33	COc1cc(C2CC(c3cc(OC)c(OC)c(OC)c3)=Nc3c(N)nc(N)nc3N2)ccc1Oc1nc(NCCO)nc(N2CCOCC2)n1 (centres undefined)	98	107	104	106	100	87	96	104	107
34	CCN(CC)c1ccc2c(c1)Oc1nc(N)c(C#N)c(N)c1C2Sc1ccc(F)cc1 (centres undefined)	-9.3*	-69*	-7.0*	-93*	-31*	-49*	-82*	-78*	-29*
35	COc1ccc(-c2nc(SCC(=O)c3ccccc3OC)[nH]c(=O)c2C#N)cc1	106	111	99	105	115	32	91	120	116
36	O=CNc1ccc([N+](=O)[O-])cc1	111	118	110	114	95	99	108	111	110
37	COc1ccc2c(c1)c(-c1nonc1-c1c[nH]c3ccc(Br)cc13)cn2C	35	41	58	55	48	11	56	53	55
38	Cc1cc2c(-c3nc4ccc(Cl)cn4c3N)c(O)c(O)cc2c(O)c1-c1c(C)cc2c(-c3nc4ccc(Cl)cn4c3N)c(O)c(O)cc2c1O	73	90	54	108	60	68	58	84	104
39	CSc1nc(NCc2ccccc2)c(C#N)c(-c2cccc(N)c2)n1	102	96	102	89	94	85	93	88	85
40	C=C1CCC2C3(C)COC(c4ccc(F)cc4)OC3CCC2(C)C1C/C=C1/C(=O)OCC1O (centres undefined)	-22*	-82*	41	-6.1*	-61*	-81*	-40*	-26*	0.4*
41	C=C(C=O)[C@@H]1CC[C@]2(CO)CC[C@]3(C)[C@H](CC[C@@H]4[C@@]5(C)CCCNC(C)(C)[C@@H]5CC[C@]43C)[C@@H]12	65	3.5*	104	89	51	78	64	53	87
42	Cc1nnc(Nc2nc(O)c(C3=c4cc(Cl)ccc4=NC3=O)s2)s1	100	92	106	114	108	101	97	103	94
43	COC(=O)c1nc(-c2ccccc2)oc1N1CCCCC1	94	96	92	101	100	83	92	98	97
44	O=C(CCC(=O)OCCOc1ccccc1)OCCOc1ccccc1	109	116	109	110	97	·	108	128	109
45	O=C(OCC1CO1)c1cccs1 (centres undefined)	108	105	104	111	99	95	104	106	101
46	CC[n+]1ccc(/C=C/c2ccc(O)c(OC)c2)cc1	108	105	100	103	96	75	95	97	111
47	Nc1ccc2ccccc2c1S(=O)(=O)O	105	108	114	99	108	84	100	·	116
48	Cc1c(C(=O)N[C@H]2CCCN(Cc3ccccc3)C2)nn(-c2ccc(Cl)cc2Cl)c1-c1ccc(Cl)cc1	80	72	77	83	93	60	80	76	76
49	Cc1c(C(N)=O)sc2ncn(Cc3ccccc3)c(=O)c12	105	104	106	101	110	103	101	2.4*	111
50	O=[N+]([O-])c1c(Cl)c(Cl)c(O)c(Cl)c1Cl	106	126	110	124	99	98	103	131	105

Additional compounds.
cpd	compound	NCI/ADR-RES	OVCAR-3	SK-OV-3	OVCAR-5	OVCAR-8	NCI-H522	NCI-H23	IGROV1	OVCAR-4
51	O=C1/C(=C/c2ccc([N+](=O)[O-])cc2)Oc2ccc(O)cc21	89	17	·	-9.8*	91	75	76	18	40
52	COc1cc(-c2nc(/C=C3/C(=O)N(C)c4ccccc43)c3ccccn23)cc(OC)c1OC	91	106	96	76	95	97	90	83	98
53	CN1CCN(c2ccc(Nc3nc(NCCNC(=O)c4ccc(F)cc4)c4sccc4n3)cc2)CC1	89	86	125	85	77	68	74	88	61
54	c1ccc2c3c(ccc2c1)CCCC3	110	126	112	104	111	94	110	99	114
55	CC(N)CC1CC2CCC1C2 (centres undefined)	102	138	127	110	107	103	·	111	116
56	O=C(c1cc(-c2ccc(F)cc2F)ccc1O)N1CCN(c2ccc(Br)cc2)CC1	87	100	91	104	81	67	78	84	50
57	CC(C)CCc1nc2ccc(NCc3ccc(OCCN4CCCCCC4)cc3)cc2[nH]1	98	83	106	96	93	108	95	98	77
58	Cc1ccc(C(=O)C/C(=C/c2ccc(-c3ccc(Cl)cc3)o2)C(=O)NCc2ccccc2)cc1	94	118	107	97	104	114	97	116	98
59	NC(=O)N/N=C/c1ccc([N+](=O)[O-])o1	97&108&95	121&112&114	101&113&106	93&106&101	94&96&99	101&92	92&103&97	91&110&103	99&103&93
60	O=C(/C=C/c1ccc([N+](=O)[O-])cc1)c1ccc(NC(=O)c2ccccc2CN2C(=O)c3ccccc3C2=O)cc1	94	62	113	96	96	78	86	97	76
61	COc1ccc(C/C(C)=C(/c2ccc(OCCN3CCOCC3)cc2)c2ccc(OC(=O)c3ccccc3)cc2)cc1	103	100	86	97	112	68	108	109	105
62	CCOc1nc(-c2ccccc2)cc2c(O)c(C(=O)N/N=C/c3ccc(Cl)cc3)[nH]c(=O)c12	103	103	97	105	105	99	101	99	87
63	COc1cc(-c2nc(C(=O)NCCCC(=O)NO)nn2-c2ccc(Cl)cc2)cc(OC)c1OC	104	94	102	106	111	101	103	110	106
64	O=C(Cc1ccccc1)Nc1ccccc1-c1nc2ccccc2c(=O)[nH]1	78	97	76	95	95	64	85	82	100
65	Cc1c(C(=O)Nc2ccccc2F)sc2c(=O)[nH]cnc12	66	94	98	123	97	67	94	76	·
66	C=C(C)C(=O)O[C@H]1C[C@@]2(C)OC(=CC2=O)/C(C)=C\[C@H]2OC(=O)C(=C)[C@H]12	16	-72*	77	-56*	4.8*	-72*	-2.4*	7.3*	36
67	O=C(Nc1ccc(F)c(F)c1)c1cc(-c2ccc(F)cc2F)ccc1O	2.0*	7.3*	6.7*	12	9.1*	-1.7*	-9.8*	15	10
68	S=c1cc(S)c2ccccc2[nH]1	96&99	111&89	104&99	97&108	103&89	87&76	95&83	105&73	107&78
69	CC(=O)Nc1ccc(S(=O)(=O)Nc2ccc([N+](=O)[O-])cc2)cc1	108&116&98	114&121&105	104&116&102	98&89&92	105&96&100	93&80&92	106&106&88	104&82	117&101
70	CC1(C)C(N)=Nc2cc3c(cc21)OCCCC1c2ccccc2CN1CCCO3 (centres undefined)	103	93	107	109	91	104	96	88	92
71	CCN1C(=S)N(c2ccccc2)C2NC(=S)N(/N=C/C=C/c3ccccc3OC)C21 (centres undefined)	4.5*	3.0*	31	29	1.8*	-16*	33	24	45
72	COc1cc(-c2nc3c(c(C)nc4c3nnn4-c3cc(OC)c(OC)c(OC)c3)c(=O)o2)cc(OC)c1OC	111	117	100	108	105	104	105	109	113
73	COc1ccc(-c2nc3sccn3c2-c2ccnc(NCCNS(=O)(=O)c3cccc4ccccc34)n2)cc1	103	104	112	106	92	92	98	96	90
74	N#C/C(=C/c1ccc(Cl)cc1)C(=O)O	104	·	101	100	104	99	98	108	107
75	Nc1nonc1-c1nc2ccccc2n1Cc1ccccn1	86	112	103	101	94	91	107	106	88
76	C/C=C(\C)C(=O)N/N=C\c1cc(Cl)cc(Cl)c1O	109	99	96	104	91	93	98	112	101
77	O=C(c1ccccc1)c1cc2ccccc2oc1=O	100	107	100	102	97	95	95	65	95
78	CCCCCCCCCCCCC/C=C/CC(CC(=O)O)C(=O)Nc1ccc(-n2c(=O)cc(C)n2C)cc1 (centres undefined)	114	112	97	101	99	98	103	114	94
79	Nc1cc(Cl)ccc1[N+](=O)[O-]	108	118	96	102	102	96	107	108	98
80	COc1cc(-c2nn(-c3ccc(Cl)cc3Cl)cc2CO)ccc1O	94	105	107	108	100	77	93	107	93
81	Cc1ccc(C2=NN3C(C2)c2cc(Cl)ccc2OC3c2ccncc2)cc1 (centres undefined)	87	76	72	91	86	64	87	44	77
82	C=CN(C)S(C)(=O)=O	20	-14*	14	91	35	·	32	52	70
83	CCOC(=O)C1[C@@H]2C(=O)N(c3ccc(OC)cc3)C(=O)[C@@H]2[C@H](c2cn(-c3ccccc3)nc2-c2ccccc2)N1Cc1ccccc1 (some centres undefined)	90	107	107	91	100	83	101	135	80

Filtered by structure, those above with fluorine
cpd	compound	NCI/ADR-RES	OVCAR-3	SK-OV-3	OVCAR-5	OVCAR-8	NCI-H522	NCI-H23	IGROV1	OVCAR-4
13	O=C(NNc1nc2cc(F)c(F)cc2n2c(CN3CC4CNCC4C3)ccc12)c1cnccn1 (centres undefined)	57	36	13	43	14	11	27	15	23
29	COc1ccc(-c2nc3sc(C)nn3c2-c2nc3cc(Cl)c(F)cc3[nH]2)cc1	95	108	109	109	90	88	92	84	92
31	Nc1n[nH]c2cccc(C#Cc3cccc(C(=O)Nc4ccc(Cl)c(C(F)(F)F)c4)c3)c12	62	82	106	43	66	31	59	36	56
34	CCN(CC)c1ccc2c(c1)Oc1nc(N)c(C#N)c(N)c1C2Sc1ccc(F)cc1 (centres undefined)	-9.3*	-69*	-7.0*	-93*	-31*	-49*	-82*	-78*	-29*
40	C=C1CCC2C3(C)COC(c4ccc(F)cc4)OC3CCC2(C)C1C/C=C1/C(=O)OCC1O (centres undefined)	-22*	-82*	41	-6.1*	-61*	-81*	-40*	-26*	0.4*
53	CN1CCN(c2ccc(Nc3nc(NCCNC(=O)c4ccc(F)cc4)c4sccc4n3)cc2)CC1	89	86	125	85	77	68	74	88	61
56	O=C(c1cc(-c2ccc(F)cc2F)ccc1O)N1CCN(c2ccc(Br)cc2)CC1	87	100	91	104	81	67	78	84	50
65	Cc1c(C(=O)Nc2ccccc2F)sc2c(=O)[nH]cnc12	66	94	98	123	97	67	94	76	·
67	O=C(Nc1ccc(F)c(F)c1)c1cc(-c2ccc(F)cc2F)ccc1O	2.0*	7.3*	6.7*	12	9.1*	-1.7*	-9.8*	15	10
